High-throughput results deposited in PubChem by The Scripps Research Institute Molecular Screening Center.
CHRM4 antagonist: human M4 muscarinic receptor antagonists, primary screen, CHO cells, Fluo-8 calcium fluorescence | Muscarinic acetylcholine receptor M4 (Homo sapiens), P08173 | CHO-hM4 cells, ACh EC80 | inhibition, % at 3 µM | 0.73% of 360,000 active | AID 624125, 2012;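 active means inhibition above its plate's cutoff, the mean inhibition of sample wells plus 3 SD, cut at about 27% in these data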;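 further: 0% = acetylcholine EC80 with DMSO and 100% = DMSO without agonist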
Target sequence (P08173 whole entry, looked up): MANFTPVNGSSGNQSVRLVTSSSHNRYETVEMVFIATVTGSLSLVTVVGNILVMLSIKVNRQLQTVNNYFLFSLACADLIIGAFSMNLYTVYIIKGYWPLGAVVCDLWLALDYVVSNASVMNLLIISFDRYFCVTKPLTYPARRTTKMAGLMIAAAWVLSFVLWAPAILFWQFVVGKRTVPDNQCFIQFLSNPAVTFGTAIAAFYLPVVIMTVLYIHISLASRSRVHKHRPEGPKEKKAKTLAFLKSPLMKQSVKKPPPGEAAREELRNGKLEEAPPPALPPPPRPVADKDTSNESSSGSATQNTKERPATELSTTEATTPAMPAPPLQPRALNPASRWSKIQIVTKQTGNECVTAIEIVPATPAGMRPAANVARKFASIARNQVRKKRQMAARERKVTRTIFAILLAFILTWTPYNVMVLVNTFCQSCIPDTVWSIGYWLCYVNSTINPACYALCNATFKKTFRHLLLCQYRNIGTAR
CHRM5 agonist: human M5 muscarinic receptor agonists, primary screen, CHO-K1 cells, Fluo-8 calcium fluorescence; 0.19% of 360,000 active; CHO-K1 hM5 cells; 0% DMSO wells, 100% maximal acetylcholine response; activation, % at 3 µM; Muscarinic acetylcholine receptor M5 (Homo sapiens), P08912; AID 624037, 2012;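 active means activation above the run's mean over test compounds plus 3 SD, cut at about 23% in these data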;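 further: signal is peak over basal fluorescence ratio across the kinetic read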
Target sequence (P08912 whole entry, looked up): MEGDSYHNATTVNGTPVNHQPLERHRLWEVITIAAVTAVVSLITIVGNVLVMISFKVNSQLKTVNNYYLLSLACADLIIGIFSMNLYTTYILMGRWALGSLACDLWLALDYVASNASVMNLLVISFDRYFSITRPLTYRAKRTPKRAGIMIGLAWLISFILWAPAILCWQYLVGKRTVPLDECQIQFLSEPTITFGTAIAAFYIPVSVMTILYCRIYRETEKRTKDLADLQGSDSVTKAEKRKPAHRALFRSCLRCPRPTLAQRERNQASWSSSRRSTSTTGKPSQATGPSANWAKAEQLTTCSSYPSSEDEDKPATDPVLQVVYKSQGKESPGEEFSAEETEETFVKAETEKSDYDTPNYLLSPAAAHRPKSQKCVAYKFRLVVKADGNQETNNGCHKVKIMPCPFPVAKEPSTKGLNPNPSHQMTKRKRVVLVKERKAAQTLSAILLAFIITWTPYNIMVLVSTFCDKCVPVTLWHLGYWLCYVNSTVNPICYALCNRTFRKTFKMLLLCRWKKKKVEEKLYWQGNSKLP
M4 PAM: human M4 muscarinic receptor positive allosteric modulators, primary screen, CHO-K1 cells, Fluo-8 calcium fluorescence; CHO-K1 hM4/Gqi5, ACh EC20; 0% = ACh EC20, 100% = maximal ACh; 0.4% of 360,000 active; activation, % at 3 µM;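 active means activation above its plate's cutoff, the mean activation of sample wells plus 3 SD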; further: some results filed as inactive read as strong as hits
CHRM4 agonist: human M4 muscarinic receptor agonists, primary screen, CHO-K1 cells, Fluo-8 calcium fluorescence. activation, % at 3 µM. 0.14% of 360,000 active. CHO-K1 hM4/Gqi5; vehicle 0%, full acetylcholine response 100%. Muscarinic acetylcholine receptor M4 (Homo sapiens), P08173;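 active means activation above the run mean over all test wells plus 3 SD, cut at about 32% in these data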;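 further: peak over basal fluorescence ratio per well then scaled between controls; 0% = DMSO wells and 100% = acetylcholine at EC100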
CHRM5 PAM: human M5 muscarinic receptor positive allosteric modulators, primary screen, CHO-K1 cells, Fluo-8 calcium fluorescence; activation, % at 3 µM; AID 624038, 2012; CHO-K1 hM5, ACh EC20 PAM; 0% = ACh EC20, 100% = ACh EC100; Muscarinic acetylcholine receptor M5 (Homo sapiens), P08912; 0.3% of 360,000 active;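 active means activation above the run cutoff, the mean activation of all test compounds plus 3 SD, cut at about 18% in these data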
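Assay system – human M5 receptor in CHO-K1 cells · Read-out – % activation, ACh-normalized · Technique – Fluo-8 calcium fluorescence · Dosing – single-point, 3 µM nominal · Incubation – Fluo-8 loading 80 min at 37 °C plus 30 min room temperature · Repeats – singlicate, one well per test compound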
CHO-K1 Ca antag: M1 antagonist counterscreen hit in parental CHO-K1 cells | 0.6% of 360,000 active | ATP-induced calcium, Fluo-8 fluorescence | inhibition, % at 3 µM;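 active means inhibition above a per-plate cutoff, the plate's mean sample inhibition plus 3 SD, cut at about 24% in these data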;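 further: 0% = DMSO plus EC80 ATP and 100% = DMSO alone without ATP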
CHO-K1 Ca PAM: nonselective calcium activators in parental CHO-K1 cells, primary screen, counter-screen for M1 PAM project, cell-based, Fluo-8 calcium fluorescence, full deck, 1536-well; ATP EC20; 0% at ATP EC20, 100% at ATP max; activation, % at 3 µM; 0.02% of 360,000 active; AID 602247, 2012;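 active means activation above the run cutoff, the mean activation of all test compounds plus 3 SD, cut at about 40% in these data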;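 further: peak over basal fluorescence ratio in a 140 s read after ATP addition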
M5 antag: human M5 muscarinic receptor antagonists, primary screen, CHO cells, Fluo-8 calcium fluorescence | Muscarinic acetylcholine receptor M5 (Homo sapiens), P08912 | CHO-hM5 cells, ACh EC80 | inhibition, % at 3 µM | AID 624040, 2012 | 0.59% of 360,000 active;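 active means inhibition above a per-plate cutoff, the mean of that plate's test compounds plus 3 SD, cut at about 27% in these data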;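 further: 0% = acetylcholine EC80 with DMSO and 100% = DMSO without agonist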
CHO-K1 Ca ag: counter-screen for M1 agonists: effect in parental CHO-K1 cells | Fluo-8 calcium fluorescence; scaled to maximal ATP response, vehicle zero | activation, % at 3 µM | 0.48% of 360,000 active; in the data active means activation above about 15%;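 further: untransfected CHO-K1 host cells lacking M1 receptor as counterscreen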
An asterisk follows results filed as active; / = not tested or not shown.

SMILES | CHRM4 antagonist | CHRM5 agonist | M4 PAM | CHRM4 agonist | CHRM5 PAM | CHO-K1 Ca antag | CHO-K1 Ca PAM | M5 antag | CHO-K1 Ca ag
OCCC1CN(Cc2cnc(-c3ccc(Cl)cc3)nc2)CCN1C1CCCC1 (stereo unspecified) | -9 | -11 | -26 | 5 | -14 | 3 | -15 | 9 | 1.0
CSc1nsc(SCc2ccc(F)cc2)n1 | -4 | -6 | 4 | -1 | -3 | -9 | 16 | -4 | 0.5
Cc1cccc(/C=C2/SC(=O)N(Cc3ccccc3Cl)C2=O)n1 | -4 | 2 | 0 | 1 | -5 | -29 | 9 | 10 | 0.8
O=C1Nc2cc(Cl)c(Cl)cc2N(O)N1c1ccccc1 | 10 | 5 | 0 | 0 | 5 | -3 | -1 | -12 | 0.2
Cc1cccc(C)c1NC(=O)CN(C)C(=O)C1CCN(c2ncnc3sc(C)c(C)c23)CC1 | -5 | -5 | -3 | 9 | -10 | -4 | -20 | 10 | 2.7
COCc1ccc(C(=O)N(C)CC2CCCN(CCc3ccc(Cl)cc3)C2)o1 (stereo unspecified) | 11 | -8 | -10 | 1 | -3 | -16 | 27 | 4 | 1.8
CCOc1ccc(OCCC(=O)N(CC(=O)Nc2ccccc2C(F)(F)F)Cc2ccco2)cc1 | -23 | 0 | -2 | 4 | -1 | 6 | -4 | -4 | 12
CCCN1CCN(CCCNC(=O)c2cc3c(s2)-c2ccccc2OC3)CC1 | -5 | -8 | 2 | 1 | 11 | -8 | -22 | -8 | -0.6
COc1cc(O)c(C(CCN2CCCCC2)c2ccc(N(C)C)cc2)c(OC)c1 (stereo unspecified) | -11 | -9 | 4 | 2 | 1 | -19 | 21 | 5 | 1.5
CCOC(=O)C1C(=O)C(=O)N(C2CCCCC2)C1C(=O)OCC (stereo unspecified) | 7 | 4 | 5 | 1 | 2 | -6 | -3 | 2 | 0.2
COc1ccc(-c2[nH]ncc2CN2CCN(C3CCCCC3)C(=O)C2)cc1F | 0 | 1 | -8 | 5 | -2 | -18 | 12 | 10 | 2.9
CO/N=C/C(C#N)=C/c1ccc(OC)c(OC)c1 | -5 | -10 | 20* | -1 | -1 | -5 | 22 | -2 | 0.1
CC(C)n1c(CNC(=O)c2ccccc2F)nnc1SCC(=O)c1ccc(F)cc1 | -1 | 3 | 4 | 2 | 9 | -16 | 0 | 1 | 0.3
Cc1cc(=O)[nH]c(SCC(=O)Nc2nc(-c3ccccc3)c(-c3ccccc3)o2)n1 | -6 | -2 | 14 | 0 | 3 | 4 | 3 | -1 | -0.2
COC(=O)CCCC1=CC2=CC(=O)C(C)(OC(=O)c3cccs3)C(=O)C2=CN1c1ccc(OC)cc1 (stereo unspecified) | 27* | -1 | 4 | 1 | 8 | -10 | 15 | 4 | 0.4
CC(OC(=O)Cc1ccccc1F)C(=O)Nc1ccc(Cl)cn1 (stereo unspecified) | -13 | -4 | 4 | -1 | -6 | 2 | 25 | 2 | 0.0
CC(=O)Nc1ccc(S(=O)(=O)NCCNC(=O)c2ccccc2F)cc1 | 0 | -3 | -4 | 0 | 1 | -10 | 3 | -2 | -0.1
CC(=O)c1c(C)[nH]c(C(=O)COC(=O)CCSc2ccccc2)c1C | -11 | 7 | -11 | 16 | -12 | -14 | -5 | 1 | 8.9
COc1ccc(/C=N/NC(=O)CCC(=O)Nc2ccc(Br)cc2)c(OC)c1 | -12 | -4 | 4 | 2 | -4 | -6 | -6 | 5 | -0.1
O=C(CN1C(=O)COc2ccccc21)c1cccc(Cl)c1 | 31* | -9 | -16 | 0 | -9 | -3 | -4 | 4 | 0.2
CCOc1ccc(CN(C(=O)c2cc3ccccc3oc2=O)C2CC2)cc1 | -4 | 0 | -2 | 2 | 1 | -10 | 14 | -5 | 1.7
CC1(C)CC(=O)C(CC(=O)Nc2cc(C(F)(F)F)ccc2Cl)C(=O)C1 | 10 | 1 | -5 | 0 | -3 | -14 | 16 | -10 | 0.6
CC(/C=C/c1ccc2c(c1)OCO2)=N/NC(=O)CNc1ccc(C)cc1 | 3 | 1 | 11 | 1 | -1 | 5 | 5 | -4 | 0.4
CCCCN(C)CCCNC(=O)c1cc(-c2cccs2)nc2ccccc12 | -3 | -1 | -5 | 5 | -7 | -6 | -3 | 10 | 1.3
CCN(C(=O)CCc1nc(-c2ccccc2F)no1)c1cc(OC)ccc1OC | -10 | -4 | 6 | 4 | -2 | -4 | 16 | -4 | 2.3

Pulled by compound from the list above:
SMILES | CHRM4 antagonist | CHRM5 agonist | M4 PAM | CHRM4 agonist | CHRM5 PAM | CHO-K1 Ca antag | CHO-K1 Ca PAM | M5 antag | CHO-K1 Ca ag
CCN(C(=O)CCc1nc(-c2ccccc2F)no1)c1cc(OC)ccc1OC | -10 | -4 | 6 | 4 | -2 | -4 | 16 | -4 | 2.3
CC(/C=C/c1ccc2c(c1)OCO2)=N/NC(=O)CNc1ccc(C)cc1 | 3 | 1 | 11 | 1 | -1 | 5 | 5 | -4 | 0.4
Cc1cccc(/C=C2/SC(=O)N(Cc3ccccc3Cl)C2=O)n1 | -4 | 2 | 0 | 1 | -5 | -29 | 9 | 10 | 0.8
O=C(CN1C(=O)COc2ccccc21)c1cccc(Cl)c1 | 31* | -9 | -16 | 0 | -9 | -3 | -4 | 4 | 0.2
Cc1cccc(C)c1NC(=O)CN(C)C(=O)C1CCN(c2ncnc3sc(C)c(C)c23)CC1 | -5 | -5 | -3 | 9 | -10 | -4 | -20 | 10 | 2.7

The listing continues:
SMILES | CHRM4 antagonist | CHRM5 agonist | M4 PAM | CHRM4 agonist | CHRM5 PAM | CHO-K1 Ca antag | CHO-K1 Ca PAM | M5 antag | CHO-K1 Ca ag
COCc1cc(C)n(CC(=O)Nc2cccc(C)c2)c(=O)c1C#N | -4 | 3 | 5 | -1 | -8 | 1 | 8 | 11 | 0.1
COC(=O)C1=C(C)OC(N)=C(C#N)C1c1ccc(OC)c(CSc2ccccn2)c1 (stereo unspecified) | 7 | -1 | -1 | 1 | -3 | -6 | 8 | 7 | 0.7
COC(=O)/C=C1\OCc2c(F)cccc21 | 0 | 3 | 4 | 0 | 3 | / | / | -5 | /
COc1cc(NS(=O)(=O)c2ccc(NC(=O)COc3cccc(C)c3)cc2)nc(OC)n1 | 11 | -2 | -9 | 1 | -3 | -2 | 7 | 5 | -0.3
COC(=O)c1cc2sc(Cl)cc2n1CC(=O)NCCC(C)C | -2 | -1 | 5 | 0 | 2 | -6 | 14 | -1 | 0.0
CC(C)(CO)NS(=O)(=O)c1ccc2c(c1)oc(=O)c1cc(S(=O)(=O)NC(C)(C)CO)ccc12 | -8 | -2 | 20 | 1 | 1 | -12 | -1 | -5 | -0.6
NC(COCc1ccccc1)c1csc(NC(=O)Nc2cccc(Cl)c2)n1 (stereo unspecified) | 21 | 3 | -1 | 23 | 1 | 5 | 16 | 1 | 5.5
CSc1ncc(CN2CCN(C(C)C)C(CCO)C2)cn1 (stereo unspecified) | 3 | 2 | 5 | 0 | 4 | -14 | 16 | 4 | 1.5
COc1ccc(N(CC(=O)NCCSc2ccccc2)S(=O)(=O)c2ccccc2)cc1 | 3 | -3 | 1 | 13 | -7 | 2 | 3 | 11 | 6.6
COc1ccc(S(=O)(=O)NC(=O)C2(C)CCN2C(=O)C2CC2)cc1 (stereo unspecified) | -4 | 0 | 5 | 0 | 2 | -11 | 19 | 0 | 0.6
O=C(NCCCN1CCCCC1)C1CC(=O)N(CCc2ccccc2)C1 (stereo unspecified) | 3 | -2 | 0 | 1 | 1 | -7 | 10 | 0 | 1.1
CC(=O)N1CCN(CC(O)COc2ccc(OCc3ccccc3)cc2)CC1 (stereo unspecified) | 12 | 2 | -6 | 7 | -2 | -8 | -4 | -6 | 3.8
CC(C)(C)C(=O)Nc1ccnn1C1CCN(C(=O)c2cccc(Cl)c2)CC1 | -1 | -4 | -3 | 1 | 0 | 2 | 2 | 4 | 1.6
CN(C)/N=C/c1c(O)ccc2ccccc12 | -8 | -2 | -4 | 0 | -2 | -3 | 3 | -1 | -0.2
COC(=O)C1=NNC2C(=O)N(C3CCCCC3)C(=O)C12 (stereo unspecified) | 0 | -5 | 7 | 1 | -1 | -16 | -8 | 7 | 0.1
CC(C)OCCCN1CC(=O)N2C(c3ccccc3)c3[nH]c4ccccc4c3C[C@H]2C1=O (stereo partly specified) | -4 | -3 | -1 | 10 | -7 | 8 | 21 | 0 | 1.1
COCCCN1C(=O)C(CC(=O)NC2CC2)CC(C(=O)N2CCOCC2)=C1C (stereo unspecified) | 6 | 0 | 9 | 1 | 4 | -17 | 1 | 3 | 0.5
COc1ccc(N(CC(=O)NC2CCCCCC2)S(=O)(=O)c2ccc(C)cc2)cc1OC | 6 | -5 | 2 | 0 | 3 | -5 | 4 | 5 | 0.5
CCOC(=O)Cc1csc(NC(=O)CSc2nnnn2-c2ccc(C)c(C)c2)n1 | 5 | -2 | -3 | 8 | -5 | 1 | 11 | 10 | 4.7
S=C(NCc1ccc2c(c1)OCO2)NC1CCN(Cc2ccccc2)CC1 | -1 | -5 | -2 | 9 | -6 | 8 | -4 | 18 | 2.5
CC1CCCCN1C(=O)COc1ccc(NC(=O)c2ccco2)cc1 (stereo unspecified) | -4 | -2 | 2 | 0 | 0 | -5 | 6 | -2 | 0.3
COc1ccccc1NC(=S)N1CC(C)(C)C1=O | 8 | -4 | -3 | 0 | 2 | -7 | 7 | -1 | -0.1
Cn1nc(C(C)(C)C)cc1C(=O)N1CCCCC1c1cc(C(=O)Nc2ccccc2)no1 (stereo unspecified) | -6 | 1 | -7 | 7 | -4 | 12 | -4 | 8 | 2.8
COC(=O)CSc1ccc(-c2nc3ccc(C)cc3[nH]2)cn1 | -2 | -2 | -6 | 4 | -9 | -4 | 11 | 1 | 2.0
O=C(C1=C[C@H](c2ccc(C(F)(F)F)cc2)C[C@H](OCc2ccc(CO)cc2)O1)N1CCOCC1 | 4 | 2 | 6 | 2 | 5 | -18 | 8 | 0 | 2.0

(continued)
SMILES | CHRM4 antagonist | CHRM5 agonist | M4 PAM | CHRM4 agonist | CHRM5 PAM | CHO-K1 Ca antag | CHO-K1 Ca PAM | M5 antag | CHO-K1 Ca ag
COCCNC(=O)Cc1c(C)c2c(cc(C)c3c(C)coc32)oc1=O | -1 | -3 | 7 | 1 | -9 | -12 | 19 | 7 | 0.8
CN(CCCCCCCCC(=O)/C=N/O)Cc1ccccc1 | 73* | -7 | -40 | 1 | -10 | -8 | 12 | 11 | 1.1
Brc1c(CSc2nnc(-c3ccco3)o2)nc2ccccn12 | 7 | 2 | 0 | 1 | 0 | -3 | 11 | -6 | 0.8
COC(=O)c1ccc(S(=O)(=O)NNC(=O)COc2ccc(C)cc2)cc1 | -3 | 0 | 3 | 1 | -2 | -8 | 16 | 2 | 0.6
N#Cc1cccc(NC(=O)COC(=O)C2CCC2)c1 | 5 | 3 | 3 | 1 | 0 | 4 | 6 | 8 | 1.6
O=C(CSc1nnc(COc2ccc3c(c2)CCCC3)o1)Nc1ccc(F)cc1 | -1 | -1 | 5 | 2 | 2 | -28 | 25 | 3 | 0.2
